Compound activity deposited in PubChem by The Scripps Research Institute Molecular Screening Center.
GPR151 activ = activators of human GPR151, primary screen, cell-based, PathHunter beta-arrestin, luminescence; PathHunter beta-arrestin GPR151 cells; hit rate 1% among 650,000; activation, % at 11.2 µM; in the data active means activation above about 4.9%;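 further: 0% = median of compound wells and 100% = cells with positive control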
Target sequence (Q8TDV0 whole entry, looked up): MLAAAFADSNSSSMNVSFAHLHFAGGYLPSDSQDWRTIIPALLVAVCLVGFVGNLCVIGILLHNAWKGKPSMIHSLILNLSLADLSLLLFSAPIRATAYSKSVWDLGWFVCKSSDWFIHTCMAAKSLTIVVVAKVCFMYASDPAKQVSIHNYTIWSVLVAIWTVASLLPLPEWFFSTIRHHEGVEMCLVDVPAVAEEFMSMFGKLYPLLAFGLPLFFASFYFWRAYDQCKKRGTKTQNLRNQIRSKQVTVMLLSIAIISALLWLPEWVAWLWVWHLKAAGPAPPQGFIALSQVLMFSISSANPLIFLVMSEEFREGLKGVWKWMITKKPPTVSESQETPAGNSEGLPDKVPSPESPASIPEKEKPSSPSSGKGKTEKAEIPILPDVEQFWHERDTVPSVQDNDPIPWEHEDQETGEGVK
MITF inh = MITF inhibitors, primary screen, biochemical, AlphaScreen, human | Microphthalmia-associated transcription factor (Homo sapiens), O75030 | AlphaScreen MITF homodimerization, bead proximity signal | inhibition, % at 2.6 µM | hit rate 0.91% among 650,000 | AID 1259374, 2018; in the data active means inhibition above about 50%;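 further: 0% = vehicle wells with protein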
Target sequence (O75030 whole entry, looked up): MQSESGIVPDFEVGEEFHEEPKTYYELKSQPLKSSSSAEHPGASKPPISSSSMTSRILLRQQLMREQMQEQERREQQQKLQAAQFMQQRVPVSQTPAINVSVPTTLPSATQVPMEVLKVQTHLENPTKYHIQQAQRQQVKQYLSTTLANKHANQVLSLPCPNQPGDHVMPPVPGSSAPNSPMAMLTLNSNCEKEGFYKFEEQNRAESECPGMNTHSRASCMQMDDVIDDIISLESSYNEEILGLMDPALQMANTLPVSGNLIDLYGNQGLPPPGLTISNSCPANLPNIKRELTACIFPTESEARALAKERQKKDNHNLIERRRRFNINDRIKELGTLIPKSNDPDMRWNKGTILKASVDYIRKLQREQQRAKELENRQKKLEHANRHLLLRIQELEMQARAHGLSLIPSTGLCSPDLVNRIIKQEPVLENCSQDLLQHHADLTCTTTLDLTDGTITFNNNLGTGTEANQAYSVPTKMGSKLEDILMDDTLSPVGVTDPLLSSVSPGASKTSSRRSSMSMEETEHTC
FBW7 activator = FBW7 E3 ligase activators, primary screen, biochemical, AlphaScreen, human. AlphaScreen FBW7–phospho-cyclin E peptide binding, activator screen. hit rate 0.13% among 650,000. AID 1259310, 2017. normalized activity (activation), % at 26.1 µM; in the data active means normalized activity above about 1.9%;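 further: purified mutant Fbw7 with reduced substrate affinity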
TEAD-YAP inh = TEAD-YAP interaction inhibition, primary screen, TEAD-YAP interaction inhibitor project, luminescence, HEK-TIYL cells; TEAD-Gal4/YAP UAS-luciferase luminescence; inhibition, % at 9.12 µM; hit rate 1.4% among 640,000; AID 1259422, 2018; in the data active means inhibition above about 32%;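 further: 0% = median of test compound wells and 100% = reference inhibitor wells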
* = called active by the depositor; . = no result given. This is a random part of the collection. Share with any hit: about 3.4%.

SMILES	GPR151 activ	MITF inh	FBW7 activator	TEAD-YAP inh
CN1CCN(c2ncnc3scc(-c4ccccc4)c23)CC1	0.4	-17	-0.1	-7
Cc1nc2c(-c3ccc(F)cc3)c(C)nn2c(C)c1CC(=O)NCCC(C)C	0.4	5	0.1	10
O=C(NCCCN1CCCC1=O)c1cc(NCCCN2CCCC2=O)nc2ccccc12	-1.1	-1	0.0	4
Cc1ccc(C2=NS(=O)(=O)N(C)C(C(=O)N3CCCCC3C)=C2)cc1 (centres undefined)	-1.8	4	0.1	9
O=C(O)c1ccc(OCCCCCCOc2ccc(C(=O)O)c(C(=O)O)c2)cc1C(=O)O	-0.4	-1	0.1	3
CCOC(=O)c1cnn(-c2ccccc2)c1NC(=O)CSc1ccccn1	2.1	11	0.3	0
CC(C)Oc1ccc(/C=N/NC(=O)c2nnn(-c3nonc3N)c2CN(C)C)cc1	0.4	-1	-0.1	-11
CCCCOc1ccc(/C=C2/NC(=S)NC2=O)cc1OC	-0.2	2	-0.1	4
Cc1oc(-c2ccccc2)nc1C(=O)OCc1cc([N+](=O)[O-])cc2c1OCOC2	-0.1	7	0.3	12
C=CCOC1OC(COC(C)=O)C(OC(C)=O)C(OC(C)=O)C1NC(C)=O (centres undefined)	-0.2	-2	0.3	-2
Cc1cc(C)c(S(=O)(=O)NCC(c2ccco2)N2CCOCC2)c(C)c1 (centres undefined)	1.4	12	0.3	-8
CC(C)(C)C1CCc2c(sc(NC(=O)C(F)(F)F)c2C(=O)Nc2ccccc2C(F)(F)F)C1 (centres undefined)	-0.5	-6	0.1	0
NC(=O)c1ccccc1NC(=S)NC(=O)/C=C/c1ccccc1	0.3	3	-0.1	-3
CC(C)n1c2ccccc2c2cc(CC(=O)O)ccc21	0.8	-1	-0.1	1
Cc1cc(/C=C\c2nc(O)c([N+](=O)[O-])c(=O)[nH]2)c(C)n1-c1ccccc1	-0.1	3	-0.3	-5
Cc1nc2cc(COC(=O)c3ccccc3)ccc2s1	-0.5	7	0.1	-9
O=C1Nc2cccc(Cl)c2/C1=C/c1ccc(O)cc1	-1.3	-4	-0.2	0
CN1CCN(C2=NC(=O)/C(=C/c3ccccc3)S2)CC1	-1.1	-21	-0.1	-3
O=C(CC1(O)C(=O)Nc2ccc(Br)cc21)c1ccccc1O (centres undefined)	0.6	-6	-0.1	6
Cc1ccc(S(=O)(=O)N2CCN(c3cnn(C)c(=O)c3Cl)CC2)cc1	-0.2	11	0.0	-1
N=c1sccn1CC(=O)N1N=C(c2ccc(Cl)cc2)CC1c1ccco1 (centres undefined)	1.1	4	-0.1	0
COc1ccc2c(c1)CCc1c(C(=O)N3CCCCC3)noc1-2	-0.4	2	0.1	-52
CCOc1ccc(C2Oc3ccc4ccccc4c3C=C2[N+](=O)[O-])cc1OCC (centres undefined)	1.2	19	-0.1	-58
O=C(Nc1ccc(F)c(F)c1)c1ccc(Cn2cc(Br)cn2)o1	1.1	-3	0.0	22
C/C(=N\NC(=O)c1cc2ccccc2cc1O)c1ccco1	-1.1	-23	-0.1	0
CC(=O)c1ccc(NC(=O)[C@@H]2CCCN2C(=O)OC(C)(C)C)cc1	-1.8	-8	-0.1	-22
CCOc1ccc(NC(=O)Nc2ccccc2C)cc1	-8.5	-9	0.0	-4
Cc1cccc(C)c1NC(=O)CSc1ccsc1[N+](=O)[O-]	0.2	6	-0.2	-1
O=C(Nc1ccc(I)cc1)C1CCCC1	0.6	7	0.1	-10
CC1=C(C(=O)OC2CCCC2C)C(c2ccccc2Cl)NC(=O)N1 (centres undefined)	0.9	2	-0.1	2
CCn1c(-c2cccs2)n[nH]c1=S	-0.1	21	0.8	2
CCOc1ccc(CCNS(=O)(=O)c2cc(-c3nnc(Nc4cccc(O)c4)c4ccccc34)ccc2C)cc1OCC	0.0	1	-0.1	8
O=C(NCc1ccccc1)C1CC12CCN(C(=O)Cc1ccsc1)CC2 (centres undefined)	1.5	-7	-0.1	-5
CC(=O)C1(O)CCC2C3CC(C)C4=CC(=O)C=CC4(C)C3(F)C(O)CC21C (centres undefined)	0.8	1	0.0	.
CCc1cccc(C)c1NC(=O)c1cc(S(=O)(=O)N(Cc2ccc(C(=O)OC)cc2)Cc2ccc(OC)c(OC)c2)ccc1F	-1.5	-12	-0.1	-5
CC(C)CN(C(=O)C(F)(F)F)C(C(=O)NC1CCCC1)c1cccs1 (centres undefined)	-0.3	9	-0.1	-1
COc1cccc(OCCCCNCCCN(C)C)c1	-0.2	21	-0.2	5
O=C(Nc1ccc(NC(=O)c2ccco2)c(Cl)c1)c1cccc(F)c1	-0.6	4	-0.2	-47
CCOc1ccc(CNc2ccc3c(c2)nc(C)n3C)cc1	0.2	6	-0.1	-17
COc1cccc(C2Nc3ccccc3C(=O)N2c2ccc(NC(C)=O)cc2)c1 (centres undefined)	0.6	-9	0.0	-4

Rewritten with values under each structure: seven of the compounds above.
Values in the order – GPR151 activ	MITF inh	FBW7 activator	TEAD-YAP inh
CCn1c(-c2cccs2)n[nH]c1=S
 : -0.1	21	0.8	2
CCOc1ccc(CCNS(=O)(=O)c2cc(-c3nnc(Nc4cccc(O)c4)c4ccccc34)ccc2C)cc1OCC
 : 0.0	1	-0.1	8
O=C(NCc1ccccc1)C1CC12CCN(C(=O)Cc1ccsc1)CC2 (centres undefined)
 : 1.5	-7	-0.1	-5
CC(=O)C1(O)CCC2C3CC(C)C4=CC(=O)C=CC4(C)C3(F)C(O)CC21C (centres undefined)
 : 0.8	1	0.0	.
CCc1cccc(C)c1NC(=O)c1cc(S(=O)(=O)N(Cc2ccc(C(=O)OC)cc2)Cc2ccc(OC)c(OC)c2)ccc1F
 : -1.5	-12	-0.1	-5
CC(C)CN(C(=O)C(F)(F)F)C(C(=O)NC1CCCC1)c1cccs1 (centres undefined)
 : -0.3	9	-0.1	-1
COc1cccc(OCCCCNCCCN(C)C)c1
 : -0.2	21	-0.2	5

(continued)
SMILES	GPR151 activ	MITF inh	FBW7 activator	TEAD-YAP inh
Cc1cc(C)cc(OCC(=O)NNC(=O)/C=C/c2ccc3c(c2)OCO3)c1	0.4	5	0.0	4
Cc1cccc(OCCOc2cccc(/C=N/n3cnnc3)c2)c1	-0.3	6	0.3	-50
COc1ccccc1-c1coc2cc(OCc3ccc(F)cc3)ccc2c1=O	-0.8	9	0.0	-2
Cn1c2ccccc2c2nnc(NCCCN3CCCC3=O)nc21	-4.2	20	0.2	8
O=C(CCCC(=O)c1ccccc1)Nc1cc(F)ccc1F	-0.1	5	0.4	-2
CCCCSc1nnc2c(n1)OC(c1ccc(N(CC)CC)cc1OC)N(C(C)=O)c1ccccc1-2 (centres undefined)	1.6	15	0.2	6
O=C(COC(=O)CNS(=O)(=O)/C=C/c1ccccc1)NCc1ccc2c(c1)OCO2	-0.8	-24	0.1	2
CCCN1CCC(=NNC(=O)c2c[nH]c3ccccc23)CC1	0.3	5	0.0	-10
O=C(Cn1ncc2cccn2c1=O)N1CCc2ccccc21	3.4	11	0.0	1
Cc1nn(-c2cccc(Cl)c2)c(=O)c2ccccc12	-1.8	5	0.2	9
CCOc1cc(C2C(C#N)=C(N)Oc3cc(C)oc(=O)c32)ccc1OCc1ccccc1 (centres undefined)	0.1	8	-0.1	8
O=C(Nc1ccc(F)c([N+](=O)[O-])c1)c1cccc(C(=O)Nc2ccc(F)c([N+](=O)[O-])c2)c1	-0.4	-16	-0.1	-6
C=C(C)CN1C(=O)NC(CC)(C2CCN(C(=O)Cc3cc(OC)ccc3OC)CC2)C1=O (centres undefined)	-0.4	28	1.4	-7
CC(C)C1=NN2C(=N)/C(=C/c3ccc(OCc4ccc(F)cc4)cc3)C(=O)N=C2S1	-5.3	9	0.5	-10
O=C1CC(C(=O)Nc2nc3ccccc3[nH]2)c2ccccc21 (centres undefined)	-1.6	6	0.0	-17
Cc1ccc(S(=O)(=O)NCC2(c3cccs3)CCOCC2)c(C)c1	7.3*	4	0.3	-1
CCOC(=O)C1=C(C)N=c2s/c(=C/c3ccc(N(C)C)cc3)c(=O)n2C1/C=C/c1ccccc1 (centres undefined)	-1.0	17	0.1	-12
COC(=O)c1c(NC(=O)C(F)(F)F)sc2c1CCC2	0.2	1	-0.2	-1
Cn1c(=O)c2c(nc(N3CCCCCC3)n2CC(O)COc2ccc(Cl)cc2)n(C)c1=O (centres undefined)	-1.0	-8	-0.1	-4
CCN(CC)CCNC(=O)COc1cc(=O)n(C)c2ccccc12	-0.8	-12	-0.1	2
Nc1nc(-c2ccc([N+](=O)[O-])cc2)cs1	-0.5	8	0.0	-21
CC(C)(C)c1ccc(C(=O)NNC(=O)Cc2ccccc2)cc1	0.1	4	0.0	-19
CC(C)OCCCNC(=O)C1CCC(=O)N1C1CCCCC1 (centres undefined)	0.3	5	0.0	-5
Cc1nn(C)c(C)c1CN(C)C(=O)Nc1ccc([N+](=O)[O-])cc1	0.2	-2	0.1	-16
Cc1ccc(S(=O)(=O)N(CC(O)Cn2c3ccc(Cl)cc3c3cc(Cl)ccc32)c2c(C)cccc2C)cc1 (centres undefined)	2.3	-5	-0.2	-4
CCOC(=O)c1sc(NC(=O)CSc2nc(=O)cc(N)n2-c2ccccc2)nc1C	1.2	5	0.0	7
O=C1CSC(c2ccc(Cl)cc2Cl)N1c1ccc(F)c(Cl)c1 (centres undefined)	-0.5	5	0.0	-4
CCOC(=O)c1sc(NC(=O)Nc2ccc([N+](=O)[O-])cc2)c(SC#N)c1C	-1.7	-3	0.0	-6
C=CCNC(=O)c1ccccc1N(Cc1ccccc1)S(=O)(=O)c1ccc(OC)cc1	-1.4	13	0.1	55*
CS(=O)(=O)c1ccc2nc(NC(=O)c3ccccc3Cl)sc2c1	0.5	9	0.0	-3
O=C(NC1C2CC3CC(C2)CC1C3)c1cccc(I)c1 (centres undefined)	-0.4	5	-0.1	-8
Cc1c(C(=O)OC2CCCCC2)sc2nc[nH]c(=O)c12	2.8	-13	-0.1	4
CC1(C)C=C2C(=C(O)CC(c3ccccc3[N+](=O)[O-])C2(C#N)C#N)C(=O)C1 (centres undefined)	0.9	-11	0.1	-1
O=C(Nc1nc2c(ccc3ccccc32)o1)c1cccs1	0.9	-11	0.2	-52
Cc1ccc(C(C)(C)C)c(OCCOCCNCCN)c1	-1.1	22	-0.1	-3
CCOC(=O)C1=C(C)NC(C)=C(C(=O)OCC)C1c1cccs1	-0.4	-2	-0.1	2
NC(=O)CSc1nnc(Cc2ccccc2)n1CCc1ccccc1	0.8	8	0.0	1
Cc1ccc(S(=O)(=O)N2CCC(C(=O)c3ccc(Cl)cc3)CC2)cc1	-0.8	-7	0.0	-1
COc1cc(NC(=O)c2cccc(-n3cc(Nc4nccc(-c5ccccc5)n4)cn3)c2)ccc1N1CCOCC1	-0.2	-9	0.0	-18
COCCNC(=O)c1ccc(CNS(=O)(=O)c2ccc(C)cc2)cc1	0.6	18	1.6	-6
O=C(CCc1nc2ccccc2s1)OCC(=O)c1ccc2c(c1)OCCO2	-0.4	10	0.1	6
CCCCOC(=O)/C(=C/C=C/c1ccccc1)NC(=O)c1ccccc1	-1.1	10	0.0	3
c1ccc(CN2CCN(Cc3nnc(-c4ccc5c(c4)OCO5)o3)CC2)cc1	-0.7	21	0.4	-3
C=CCOc1ccc(/C=C2\C(=O)N(c3ccc([N+](=O)[O-])cc3)N=C2c2ccccc2)cc1	-2.3	7	-0.1	2
Cc1c(C(=O)NCCCN2C(C)CCCC2C)sc2nc3n(c(=O)c12)CCCCC3 (centres undefined)	-0.9	-4	-0.2	-11
CCSc1ccccc1C(=O)n1nnc2ccccc21	-0.7	-20	-0.2	0
COc1ccc(NC(=O)CCC(=O)OCc2ccc(C(C)=O)cc2)cc1	-0.3	-1	-0.2	-4
c1nc(NCc2ccc3c(c2)OCO3)c2ccsc2n1	-1.3	-5	0.0	31
COC(=O)N1N=C(c2ccc(Br)cc2)CC1(O)C(F)(F)F (centres undefined)	-2.1	-3	0.7	31
CCOC(=O)N1CCN(c2ccc(C(=O)c3ccccc3)cc2F)CC1	-0.2	4	0.5	-71
COc1ccc(-c2[nH]n(-c3ccc([N+](=O)[O-])cc3)c(=O)c2C=NC2CC(C)(C)NC(C)(C)C2)cc1	3.1	0	0.1	17
CCCc1[nH]nc2c1C(c1cc(OC)c(OC)cc1Br)C(C#N)=C(N)O2 (centres undefined)	-0.7	-23	-0.1	9
O=C(NCCn1ccc2ccccc21)c1ccccc1I	0.1	17	0.7	-9
COc1cccc(OC)c1OCCN1CCOCC1	-0.9	-4	-0.2	-3
O=C(COC(=O)c1cc(=O)c2ccccc2o1)NCCc1ccccc1	-0.3	13	0.2	-8
O=C1c2ccc(Oc3ccc([N+](=O)[O-])cc3)cc2C(=O)N1c1cc(Cl)ccc1O	0.6	-2	0.0	-12

Laid out differently: two of the compounds above
Order of results: GPR151 activ | MITF inh | FBW7 activator | TEAD-YAP inh
> COc1ccc(NC(=O)CCC(=O)OCc2ccc(C(C)=O)cc2)cc1
 : -0.3 | -1 | -0.2 | -4
> O=C1c2ccc(Oc3ccc([N+](=O)[O-])cc3)cc2C(=O)N1c1cc(Cl)ccc1O
 : 0.6 | -2 | 0.0 | -12

Only TEAD-YAP inh (2 entries from above):
SMILES | TEAD-YAP inh
O=C(CCc1nc2ccccc2s1)OCC(=O)c1ccc2c(c1)OCCO2 | 6
O=C(NCCn1ccc2ccccc21)c1ccccc1I | -9
